Assay outcomes from PubChem.
NPY2 pot ag: potentiators or agonists of human neuropeptide Y receptor Y2; P49146; cells expressing NPY-Y2, potentiator/agonist read-out; activation, % at 3.6 µM; 220,000 tested, 0.45% active; in the data active = activation above about 27%;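 note: cells stimulated with NPY near EC25 plus isoproterenol at EC100; 0% = vehicle plus submaximal agonist and 100% = vehicle plus saturating agonist; some results beyond the cut were filed as inactive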
EP2 mod: EP2 receptor (human) modulation; P43116; EP2-expressing cells, cAMP HTRF FRET, PGE2 co-stimulation; induction, % at 25 µM; 260,000 tested, 0.83% active;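 active = compounds whose cAMP rise, as percent of the full-agonist control response, exceeds 60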;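 note: rat C6 glioma line stably carrying human EP2 under a CMV promoter; the protocol text gives 20 µM as final concentration; 100% = response of wells given 1 µM PGE2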
TRPML3 ag: human mucolipin-3 channel agonism; HEK293 TRPML3-YFP, Fluo-8 calcium fluorescence; 100% = the carbachol control signal; activation, % at 3 µM; 220,000 tested, 0.29% active; AID 1448; Q8TDD5;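 active = activation above its plate's cutoff, the mean activation of the plate's test wells plus 3 SD, cut at about 12% in these data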;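 note: 0% = DMSO only wells and 100% = carbachol wells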
Target sequence (Q8TDD5 whole entry, looked up): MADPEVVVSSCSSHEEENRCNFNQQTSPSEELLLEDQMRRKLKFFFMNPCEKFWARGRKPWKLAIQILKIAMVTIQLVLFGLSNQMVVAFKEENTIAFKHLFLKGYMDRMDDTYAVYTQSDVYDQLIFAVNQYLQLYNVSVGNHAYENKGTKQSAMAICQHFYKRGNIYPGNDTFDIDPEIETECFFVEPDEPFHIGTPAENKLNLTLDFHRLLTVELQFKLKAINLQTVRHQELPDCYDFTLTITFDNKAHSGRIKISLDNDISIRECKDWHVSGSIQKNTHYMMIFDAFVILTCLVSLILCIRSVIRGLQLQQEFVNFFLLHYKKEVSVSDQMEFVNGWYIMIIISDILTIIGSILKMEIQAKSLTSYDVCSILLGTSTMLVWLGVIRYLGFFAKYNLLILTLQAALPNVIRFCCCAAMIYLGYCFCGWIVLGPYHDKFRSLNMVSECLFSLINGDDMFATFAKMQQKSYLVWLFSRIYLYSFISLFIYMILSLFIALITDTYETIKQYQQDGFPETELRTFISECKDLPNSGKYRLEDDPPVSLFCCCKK
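Material: HEK293 cells stably carrying human TRPML3-YFP; compound dosing: single dose, 3 µM final nominal compound, 0.3% DMSO final; incubation: 1-h 37 °C dye load, 5-s basal, 120-s post-compound reads; technique: Fluo-8 intracellular calcium fluorescence, excitation 470-495 nm, emission 515-575 nm; read-out basis: percent activation from peak-to-basal fluorescence ratio, scaled between DMSO and carbachol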
TRPN1 ag: activates the zebrafish TRPN1 channel. 220,000 tested, 0.18% active. activation, % at 3 µM. HEK293 zebrafish TRPN1-YFP, Fluo-8 calcium fluorescence; 100% = response to 87 µM carbachol;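 active = activation above its plate's cutoff, the mean activation of test wells on that plate plus 3 SD, cut at about 19% in these data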;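 note: 0% = DMSO alone and 100% = 87 µM carbachol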
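Material: zebrafish TRPN1-YFP in HEK293 cells. Doses: one dose of 3 µM, 0.3% DMSO. Incubation: dye 1 h 37 °C plus 30 min RT. Measured by: intracellular calcium fluorescence with Fluo-8.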
NPY1 pot ag: human NPY-Y1 potentiation or agonism, primary screen. 220,000 tested, 0.37% active. NPY-Y1 expressing cells, potentiator/agonist activation. activation, % at 3.6 µM; in the data active = activation above about 33%, passing the limit was not always enough;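 note: cells stimulated with NPY at EC10 then isoproterenol at EC100; 0% = low agonist plus stimulus and 100% = saturating agonist plus stimulus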
Target sequence (P25929 whole entry, looked up): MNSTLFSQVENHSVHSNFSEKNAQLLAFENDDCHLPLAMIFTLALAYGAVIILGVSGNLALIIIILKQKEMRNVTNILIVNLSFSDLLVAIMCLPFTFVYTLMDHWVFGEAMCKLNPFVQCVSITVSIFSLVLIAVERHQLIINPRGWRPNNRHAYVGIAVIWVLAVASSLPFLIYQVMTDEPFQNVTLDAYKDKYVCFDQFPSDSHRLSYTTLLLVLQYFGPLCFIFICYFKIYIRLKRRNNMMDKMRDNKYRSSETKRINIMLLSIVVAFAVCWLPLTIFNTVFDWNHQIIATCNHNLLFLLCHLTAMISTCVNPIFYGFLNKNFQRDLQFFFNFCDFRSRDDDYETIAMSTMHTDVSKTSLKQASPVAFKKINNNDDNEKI
S1P4 agonist: agonists of human S1P4 receptor; 220,000 tested, 0.35% active; S1P4-expressing cell line, agonist reporter assay; activation, % at 4.98 µM; in the data active = activation above about 11%;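 note: 0% = DMSO vehicle and 100% = reference agonist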
NPY-Y1 antag: antagonists of human neuropeptide Y receptor Y1. inhibition, % at 3.6 µM. AID 1040. P25929. 200,000 tested, 1% active. HEK293-CNG Y1 cells, membrane potential fluorescence; NPY at EC95, then isoproterenol;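 active = inhibition above the campaign mean inhibition of all tested compounds plus 3 SD, cut at about 20% in these data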;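 note: 0% = DMSO wells given NPY plus isoproterenol and 100% = isoproterenol alone without NPY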
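Material: Y1- and CNG-channel-expressing HEK293 cells / Probe or stimulus: NPY 25 nM then isoproterenol 1 µM plus Ro 20-1724 25 µM / Doses: 3.6 µM single dose, DMSO 0.4% / Schedule: compound incubation 1 h at room temperature, readout 45 min post-stimulation / Signal: membrane potential fluorescence / Benchmarks: isoproterenol-only wells as full block versus NPY-plus-isoproterenol wells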
S1P4 antag: antagonists of human S1P4 receptor; AID 1510; O95977; inhibition, % at 4.98 µM; S1P4-expressing cells, antagonist mode, reporter read-out; 220,000 tested, 0.26% active; in the data active = inhibition above about 29%;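 note: 0% = wells stimulated with agonist and 100% = vehicle wells without agonist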
CHOP inh: blocks CHOP induction under ER stress; CHO-K1 CHOP-promoter luciferase, tunicamycin-induced, 15-18 h; inhibition, % at 10 µM; 220,000 tested, 3.8% active;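 active = compounds that reduced the stress-induced luciferase reporter signal by more than about 70% of percent inhibition, limit read from the data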;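 note: 0% = tunicamycin plus vehicle and 100% = wells without tunicamycin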
Active calls of the source: *; x = not tested or not shown; & = joins results of further samples.

SMILES | NPY2 pot ag | EP2 mod | TRPML3 ag | TRPN1 ag | NPY1 pot ag | S1P4 agonist | NPY-Y1 antag | S1P4 antag | CHOP inh
COCCN1Cc2cccc(C(=O)Nc3c(C)cc(C)cc3C)c2C1=O | -7 | 35 | 0.2 | 2.7 | 7 | 0.9 | 5 | -18 | 16
Cc1cc(=O)[nH]c2ccc(Cl)cc12 | -5 | 13 | 1.1 | 1.8 | 7 | 2.0 | -2 | -14 | 9
CCCNS(=O)(=O)c1ccc(OCC(=O)Nc2ccc3c(c2)OCO3)cc1 | -5 | 3&28 | -0.6 | -0.1 | -14 | 0.7 | 6 | 1 | -4
NC(=O)c1sc(=S)n(-c2ccc(Br)cc2)c1N | 5 | 13 | 0.9 | 1.0 | 6 | -1.9 | 3 | -15 | 29
CCn1c(COc2ccccc2C(N)=O)nc2ccccc21 | -14 | -8 | 0.1 | 3.6 | 6 | 0.8 | 0 | -3 | 22
COC(=O)c1ccc(NC(=O)Cn2nc(SC)n(N)c2=S)cc1 | -7 | 5 | 0.8 | -0.5 | -18 | 1.1 | 9 | -25 | 4
O=C(NCc1nc2ncc(Br)cc2[nH]1)c1ccccc1 | -10 | 3 | 0.3 | 0.8 | -7 | 1.7 | -1 | -19 | 14
Cc1ccc(S(=O)(=O)NC(N)=NCCc2ccccc2)cc1C | -11 | -14 | 0.5 | -1.8 | -12 | -0.5 | 6 | -19 | 45
CCN(CC)S(=O)(=O)c1ccc(NC(=O)COC(=O)CCc2cc(OC)c(OC)c(OC)c2)cc1 | -2 | -2 | 0.5 | 1.9 | -34 | -1.3 | 3 | -6 | -1
O=c1cc(N2CCC(Cc3ccccc3)CC2)[nH]c(=O)n1C1CCCCC1 | 0 | 25 | 0.9 | -0.1 | -5 | 1.0 | 13 | -16 | 35
Cc1csc(=O)n1CC(=O)OCc1cccc2ccccc12 | -6 | 22 | -0.3 | -0.3 | 7 | 0.7 | 3 | 5 | 8
COc1ccc(CNS(=O)(=O)NCc2ccc(OC)c(OC)c2)cc1OC | 1 | -36 | 0.9 | 1.6 | 2 | -0.6 | 4 | -9 | 24
Cc1ccc(NC(=O)CSc2nnc(-c3ccccn3)n2C)cc1 | -1 | 5 | 0.8 | -0.7 | -22 | -1.1 | 2 | -18 | 2
O=C(COc1ccccc1)N1CCN(S(=O)(=O)c2cccs2)CC1 | 5 | 16 | -0.1 | 0.6 | -12 | 1.4 | -3 | -17 | 2
CC(C)(C)c1cc(CSC(=S)NC2CCS(=O)(=O)C2)c(Br)c(C(C)(C)C)c1 (configuration not stated) | -1 | 8 | 0.8 | 1.1 | 6 | -1.0 | 3 | -10 | 54
CN(C)c1ccc(C(=O)OCC(=O)Nc2ccc(N3CCOCC3)cc2)cc1 | -4 | -14 | 0.9 | -1.2 | -7 | -0.4 | x | 8 | -3
Cc1ccc(S(=O)(=O)NC(=O)Nc2cc(C)on2)cc1 | 5 | 16 | 0.7 | 0.0 | 16 | -0.8 | 3 | 10 | 12
CCOc1ccccc1OCCCC(=O)OCC(=O)Nc1cccc(Cl)c1 | 3 | 2 | -0.4 | -0.2 | -24 | -2.5 | 16 | -6 | 39
Cc1ccc(-c2csc3ncn(CC(=O)N4CCOCC4)c(=O)c23)cc1 | -5 | 12&-12 | 0.5 | 1.6 | -2 | -1.1 | -3 | -15 | 21
C=CCCC(=O)Nc1nc(C)c(-c2csc(Nc3cc(Cl)ccc3OC)n2)s1 | 12 | -17 | -0.5 | 1.1 | 3 | -0.2 | -5 | -20 | 48
CC1CCc2nc(NC(=O)Nc3ccc4c(c3)OCO4)sc2C1 (configuration not stated) | -7 | -1 | -0.9 | 1.8 | 13 | -0.4 | -6 | -8 | 84*
Cn1c(=O)oc2cc(S(=O)(=O)NCCN3CCN(c4ccccc4)CC3)ccc21 | -6 | 4 | -0.3 | 0.6 | 5 | -2.0 | -5 | -2 | 10
Cn1c(CCCOc2ccc(Cl)cc2Cl)nnc1SCC(=O)Nc1nccs1 | 5 | -36 | 1.1 | 0.1 | 0 | -0.3 | 0 | 2 | 63
[O-]/[N+](=C/c1ccc(F)cc1)c1ccccc1 | -8 | 7 | 0.8 | 1.1 | -19 | -0.5 | -1 | 3 | -25
O=C(c1ccc(Cl)cc1Cl)N1CCSCC1 | 5 | 24 | 0.2 | 0.9 | -15 | -1.2 | x | 7 | 16
COC(=O)c1c([N+](=O)[O-])c(OC)c(OC)c(OC)c1[N+](=O)[O-] | 6 | 39 | -0.1 | -1.9 | 0 | -0.2 | 1 | -26 | -21
Cc1cc(C)n(/N=C/c2cccc(O)c2)c(=O)c1C(N)=O | 1 | 46 | -0.1 | 0.6 | 4 | 1.1 | 0 | 4 | 9
O=C1Nc2ccccc2C12OCC1(CO2)COC2(OC1)C(=O)Nc1ccccc12 (configuration not stated) | 6 | -45 | 2.1 | 6.2 | 7 | -2.9 | -8 | 3 | -12
COc1cc(C(=O)N2c3ccccc3CC2C)cc(OC)c1OC (configuration not stated) | 17 | 7 | -0.1 | -0.5 | 6 | -0.7 | 9 | 21 | -28
N=c1sc2ccccc2n1-c1ccccc1 | -29 | 61* | 0.9 | -1.0 | -21 | -1.0 | 5 | -7 | -4
CC(=O)Nc1ccccc1C(=O)C(=O)Nc1cccc(C(=O)NCc2ccccc2)c1 | 2 | -11 | 0.7 | 3.2 | -1 | -0.5 | 1 | -19 | 56
CCCCc1nnc(NC(=O)C2CC(=O)N(c3ccc4c(c3)OCCO4)C2)s1 (configuration not stated) | 7 | 7 | 0.4 | -1.1 | 0 | 0.9 | -2 | -7 | 7
CCNC(=O)C(=O)NCc1ccncc1 | 2 | 1&16 | 0.8 | -1.2 | 22 | -1.1 | -6 | 16 | -1
CCOC(=O)Cc1csc(NC(=O)C(C)(C)CC)n1 | -15 | -48&-3 | 0.0 | -0.1 | -8 | 0.8 | 5 | -14 | 49
O=C(CCN1C(=O)C2CCCCC2C1=O)Nc1nc(-c2ccccc2)cs1 (configuration not stated) | -11 | -51 | 3.3 | 6.1 | -3 | 1.0 | x | -2 | -12
CC1(C)CC(=O)C2=C(C1)NC1=C(C(=O)c3ccccc31)C2c1cccnc1 (configuration not stated) | 4 | -45 | 0.1 | -1.3 | 3 | 3.4 | 0 | -26 | 27

Just TRPN1 ag, NPY-Y1 antag and CHOP inh, for some of the entries so far:
Compound | TRPN1 ag | NPY-Y1 antag | CHOP inh
O=C(CCN1C(=O)C2CCCCC2C1=O)Nc1nc(-c2ccccc2)cs1 (configuration not stated) | 6.1 | x | -12
CC(=O)Nc1ccccc1C(=O)C(=O)Nc1cccc(C(=O)NCc2ccccc2)c1 | 3.2 | 1 | 56

(more compounds)
SMILES | NPY2 pot ag | EP2 mod | TRPML3 ag | TRPN1 ag | NPY1 pot ag | S1P4 agonist | NPY-Y1 antag | S1P4 antag | CHOP inh
CCc1nn(C)c2c(=O)c(=O)c2n(C)[nH]1 | -10 | -23 | 0.9 | 1.8 | -1 | 0.7 | x | 6 | 15
O=C1c2ccccc2C(=O)N1Cc1nc2ccccc2c(=O)n1CCCn1ccnc1 | 2 | 20 | -0.9 | -0.4 | -16 | -2.0 | -3 | 3 | -17
COc1ccc(N2CCN(C(=O)Cn3c(=O)[nH]c4ccsc4c3=O)CC2)cc1 | -2 | -8 | 0.7 | 2.1 | 6 | -1.8 | 1 | -23 | -3
O=C(CSc1nnc(SCc2ccccc2Cl)s1)N/N=C/c1ccc(C(=O)O)cc1 | -10 | -27 | 0.3 | 1.1 | -10 | -0.7 | x | 6 | 4
COC(=O)c1ccc(NC(=S)NCCc2ccccc2C)cc1 | -11 | -67 | 1.8 | 2.8 | 2 | 0.2 | 3 | -12 | 36
Cc1ccc(Oc2ccc(OCC(=O)NC(C)C(=O)O)cc2)cc1 (configuration not stated) | -3 | 14 | 0.4 | -0.3 | -8 | 0.7 | 0 | 0 | 13
CC1CCN(C(c2ccc(N(C)C)cc2)c2nnnn2C(C)(C)C)CC1 (configuration not stated) | 10 | 4 | 0.4 | 0.6 | 6 | -0.2 | 4 | -6 | 11
CCOC(=O)c1c(Cc2ccccc2)c[nH]c1C | 4 | 19 | -0.7 | -3.0 | 8 | -0.5 | 6 | 0 | -4
N#Cc1cccnc1Oc1ccccc1 | 21 | 9 | -0.7 | -0.4 | 5 | -2.1 | x | 9 | 6
CCc1ccc(OCC2c3cc(OC)c(OC)cc3CCN2C(=S)NC)cc1 (configuration not stated) | 15 | -47 | 0.4 | 3.8 | 14 | -0.1 | 2 | -3 | 1
Cc1cc(NC(=O)CSc2nc3c(c(=O)n(C)c(=O)n3C)n2C(C)C)no1 | 3 | 16&-12 | 1.0 | 0.3 | -7 | -1.1 | 0 | -4 | 38
O=C(N/N=C/c1cn(-c2ccccc2)nc1-c1cccnc1)c1ccccc1 | 0 | -31 | 0.3 | -0.9 | -14 | 0.4 | -1 | -9 | 30
COC(=O)c1ccc(N2CCN(C(C)=O)CC2)c(NC(=O)c2cccnc2)c1 | -7 | -4 | 0.5 | 1.2 | 14 | -0.1 | 3 | -23 | 45
CCN(CC)CCCNc1ncnc2ccccc12 | -4 | 7 | 0.7 | 0.0 | 2 | -0.2 | -10 | -1 | 3
CC(C)(C)NC(=O)CCc1ncc(C(F)(F)F)cc1Cl | -3 | -27 | 0.1 | 0.8 | -17 | -3.4 | 3 | -9 | 1
Nc1ccccc1-c1nc2ccccc2s1 | 13 | -97&-75 | -0.4 | -0.2 | 25 | 5.0 | 0 | -6 | 30
O=[N+]([O-])c1cc(-n2cnnn2)ccc1N1CCC(Cc2ccccc2)CC1 | 6 | 20 | -1.2 | 0.2 | -10 | -2.6 | 5 | 1 | 104*
Cc1ccc(OCCn2cccn2)c(C)c1 | -3 | 22 | -0.1 | 0.6 | -2 | 0.8 | 8 | -23 | 3
COc1ccc(N2CCN(C(=O)c3ccc(OCC4CCCO4)cc3)CC2)cc1 (configuration not stated) | 0 | -36 | 0.9 | 1.2 | -2 | 0.0 | 1 | 0 | 14
c1cncc(Cc2cc3ccccc3[nH]2)c1 | 13 | -19 | 0.8 | 1.0 | -9 | 0.2 | 0 | 0 | -22
COc1ccc(C)cc1NC(=O)CC(O)(C(F)(F)F)C(F)(F)F | -7 | 46 | 0.6 | -0.8 | 0 | -1.1 | 2 | 11 | 65
COc1ccc(-c2ccc(SCC(=O)N3CCCC3)nn2)cc1OC | 1 | 7 | -0.7 | 0.3 | -2 | 0.5 | -2 | -2 | 11
CC(C)(NC(=O)N1CCOCC1)c1cccc(C(C)(C)NC(=O)N2CCOCC2)c1 | 8 | x | 0.4 | -0.7 | -19 | -1.3 | -3 | -3 | x
COc1ccc(NC(=O)NN2CCOCC2)cc1OC | -7 | 12 | 0.9 | 0.4 | 10 | 0.8 | 6 | -8 | 12
COCCNC(=O)c1cn(C)c2ccccc2c1=O | -1 | 26 | 0.2 | 0.6 | 10 | 0.6 | 6 | -2 | 38
